Screening data as filed in PubChem.
ER stress rescue: rescue of cells from ER stress-induced death, primary screen, 384-well, CSM14.1, thapsigargin, ATP luminescence (AID 1222). CSM14.1 thapsigargin-induced death rescue, ATP luminescence; higher % means a stronger effect. one-dose cellular ATP content (survival), % at 20 µM; EC50 in µM for titrated hits. 190,000 tested, under 10 active;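 active = EC50 below 50 µM in the dose-response confirmation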;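 note: death triggered by thapsigargin at about 15 µM added after 2 h compound pretreatment; cell ATP read after overnight thapsigargin exposure of roughly 18 to 22 hours; normalized against plate controls of thapsigargin alone and 5% DMSO vehicle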
P. falciparum M1AAP: P. falciparum M1AAP inhibitors, biochemical, fluorogenic H-Leu-NHMec substrate, 1536-well (AID 1445) | recombinant M1AAP, H-Leu-NHMec fluorogenic kinetic assay; higher % means a stronger effect | inhibition, % at 30 µM; hits with a dose series show IC50 in µM | 220,000 compounds, 0.42% hits;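 active = primary inhibition above the hit cutoff, then over 50% inhibition at one or more dose response concentrations, cut at about 23% in these data, passing the limit was not always enough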;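 note: plate controls were DMSO full reaction for no effect and no enzyme background for full effect; strong numbers were not always called active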
Dynein cargo inh: blocks dynein driven cargo transport along microtubules | z-score, hits read low | 3617.4 mouse cells, GR-EGFP nuclear translocation imaging; test concentration mostly 20 µM; stimulated with dexamethasone, 1 µM; hits give low values | 220,000 compounds, 0.47% hits | AID 1381;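 active = plate z-score of nuclear minus cytoplasmic receptor signal below a set negative limit, without overly bright fluorescence or cell loss, cut at about -3.5 in these data, passing the limit was not always enough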;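 note: z-score of nuclear minus cytoplasmic ring GR-EGFP intensity difference per well; some compounds called inactive have numbers as strong as hits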
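Medium: Induction medium lacking tetracycline, stripped serum | Probe or stimulus: 1.0 µM final dexamethasone stimulus | Schedule: 48 h induction, then 1 h compound, then 30 min agonist, 37 °C | Signal: Automated 10x imaging of fixed Hoechst-stained cells | Evaluation: Per-cell GR-EGFP intensity, nucleus versus surrounding cytoplasmic ring, well-averaged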
Insulin prom up: MIN6 insulin promoter up-regulation; z-score at 5 µM; MIN6 insulin promoter-GFP reporter, high-content imaging; hits give high values; 190,000 compounds, 0.3% hits;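 active = z-score above 3 at 5 µM with at least 500 cells counted in the well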
M17LAP inhibition: P. falciparum M17LAP inhibitors, primary screen, biochemical, fluorogenic H-Leu-NHMec substrate, 1536-well (AID 1619); recombinant M17LAP, H-Leu-NHMec fluorogenic kinetic assay; higher % means a stronger effect; inhibition, % at 30 µM, or IC50 in µM where a hit was titrated; 220,000 compounds, 0.38% hits;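 active = compound inhibiting the enzyme by more than half at any dose during confirmatory dose-response retesting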;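 note: plate controls were full reaction with DMSO carrier for no effect and no enzyme background for full effect; strong numbers were not always called active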
Autophagy mod: autophagy modulation, high-content screen; MEF GFP-LC3 puncta imaging; test concentration mostly 10 µM; 190,000 compounds, 0.98% hits; AID 463193; calls only at 10 µM (by protocol);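 active = percentage of spot-positive cells more than 3 SD above its plate mean, without a fluorescence outlier flag or 80% toxicity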;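 note: spot-positive cell cutoff set from DMSO-treated cells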
b-catenin transl: modulators of beta-catenin nuclear translocation | HeLa beta-catenin nuclear translocation, immunofluorescence imaging | nuclear translocation activity, % at 5 µM | 190,000 compounds, 0.3% hits | AID 1665;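 active = nuclear translocation activity above 50% at 5 µM, with a well cell count of 50 or more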;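 note: per-cell ratio of nuclear to cytoplasmic median beta-catenin stain intensity; plate controls were DMSO negative control for no effect and GSK-3 inhibitor IX positive control for full effect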
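Assay system: human HeLa cells, native beta-catenin; doses: 5 µM primary, 0.02–20 µM confirmation; incubation: compound treatment 24 h, 37°C, 5% CO2; technique: fluorescence imaging of beta-catenin antibody stain plus DAPI; measure: % activation, nuclear-to-cytoplasmic median beta-catenin signal ratio per cell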
MT stabilizer: microtubule stabilization, imaging screen; HeLa tubulin immunostaining HCS, 24 h; share of cells brighter than vehicle mean+2SD; % tubulin-high responders, % at 10 µM; 200,000 compounds, 0.83% hits;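 active = plate Z-score above 3 for both tubulin-high and condensed-nucleus cell shares, with cell loss under 80%, at 10 µM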;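 note: anti alpha tubulin signal scored within the nucleus-defined area of each cell; some results filed as inactive read as strong as hits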
K1F lysis inhibition: protection from phage-mediated lysis, alamar blue read-out – E. coli UTI89, K1F phage, bacterial capsule biogenesis inhibitors (AID 488966) | E. coli UTI89 K1F phage lysis, alamar blue, 2 h; higher % means a stronger effect | one-dose inhibition, % at 100 µM; IC50 in µM for titrated hits | 340,000 compounds, 0.02% hits;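 active = phage lysis inhibition, versus mean bacterial control, above a set limit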;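 note: capsule biogenesis inhibitors block K1F phage lysis so surviving cells raise fluorescence; higher fluorescence means more inhibition of phage lysis; actives were called in the ten point dose series up to 300 µM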
Dynein cargo inh cytoplasmic EGFP: further read-out of Dynein cargo inh, marked with its call; z-score; measured here: cytoplasmic GR-EGFP intensity; hits give high values
Dynein cargo inh nuclear GR-EGFP: also measured in Dynein cargo inh; calls as there; z-score; measured here: nuclear GR-EGFP intensity;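 lower value marks the stronger effect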
Dynein cargo inh cell count: also measured in Dynein cargo inh; calls as there; z-score; measured here: cell count per field
Insulin prom up cell count: recorded beside Insulin prom up, whose call it bears; cell count; measured here: cytotoxicity, nuclei count;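 total cells summed across four imaged fields per well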
b-catenin transl cell count 5 µM: recorded beside b-catenin transl, whose call it bears; cell count; measured here: cell count, cytotoxicity flag
MT stabilizer Hoechst-high %: second read-out of MT stabilizer, no call of its own (marks repeat the call); % Hoechst-high responders; measured here: nuclear condensation Hoechst responders;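 share of cells brighter than vehicle mean plus two SD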
MT stabilizer cytotoxicity %: also measured in MT stabilizer; calls as there; toxicity, %; measured here: cytotoxicity by cell density;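 0% = mean cell density of plate MIN control wells and 100% = no cells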
Autophagy mod cell loss 18 h: also measured in Autophagy mod; calls as there; toxicity, %; measured here: cell loss, nuclei count;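 cell loss after 18 h compound exposure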
An asterisk follows results filed as active; i = inactive; . = no result given; + = active, no number; [ ] = another dose, or the depositor's remark.

Molecule	ER stress rescue	P. falciparum M1AAP	Dynein cargo inh	Dynein cargo inh cytoplasmic EGFP	Dynein cargo inh nuclear GR-EGFP	Dynein cargo inh cell count	Insulin prom up	Insulin prom up cell count	M17LAP inhibition	Autophagy mod	Autophagy mod cell loss 18 h	b-catenin transl	b-catenin transl cell count 5 µM	MT stabilizer	MT stabilizer Hoechst-high %	MT stabilizer cytotoxicity %	K1F lysis inhibition
CN(Cc1nc(-c2cnccn2)no1)Cc1cccc2ccccc12	1.9%	-1%	-0.56	-0.3	-0.24	1.4	-0.82	1546	-15%	i	1	0.4	1547	2.8	1.8	2.9	0.1%
O=C(CSc1nnnn1-c1ccc2c(c1)OCCO2)c1cccc2c1OCCO2	-0.3%	-3%	-0.78	-0.22	-0.31	1.6	.	.	0%	i	-1	-1.0	949	1.4	1.8	5.4	6.1%
O=C(CCSCCC(=O)NCc1cccs1)NCc1cccs1	-0.4%	11%	-0.6	-0.26	0.4	1.7	0.51	1135	6%	i	21	-0.9	922	1.9	2.4	6.5	1.2%
O=C(CSc1cccc[n+]1[O-])c1cc2ccccc2o1	33%	4%	-0.24	-0.055	0.5	-0.22	-0.5	913	9%	i	28	0.1	1124	3.8	2.5	11	0.6%
COc1cc2c(cc1O)CC[n+]1cc3c(OC)c(OC)ccc3cc1-2	5.0%	22%	0.37	-0.27	0.48	0.67	.	.	59%	i	14	.	.	3.4	2.9	8.3	2.8%
CNC(=O)CSc1nccn1Cc1ccc(Cl)cc1	.	-4%	-0.86	-0.32	-0.33	0.41	0.55	1325	-1%	i	13	-3.5	1129	2.6	1.7	1.1	0.2%
O=C1CC[C@@H](CN(Cc2ccccn2)Cc2nc(-c3ccc(C(F)(F)F)cc3)no2)N1	2.5%	6%	0.68	-0.38	0.16	1.1	0.15	1492	4%	i	6	-0.5	965	1.1	1.1	1.5	0.3%
O=C(NC(NCc1cccnc1)C(Cl)(Cl)Cl)c1cccc2ccccc12 (stereo unspecified)	1.7%	12%	1.4	-0.27	1.1	-0.28	-0.33	1459	-3%	i	-14	2.4	1057	2.2	4.9	8.8	2.0%
O=C(CNc1cccc(C(F)(F)F)c1)N/N=C/C1CCCCC1	-3.9%	1%	-0.17	-0.036	-0.48	0.9	0.25	1177	12%	i	-12	.	.	2.5	3.9	8.8	0.2%
CSc1nc(-c2ccco2)nn1C(=O)c1ccccc1	-1.2%	4%	-0.19	-0.33	0.094	0.2	-0.03	1242	8%	i	33	5.4	1343	2.6	2.8	8.0	-0.8%
O=C1NCCN1CCN1C(=O)c2ccccc2NC1c1ccccc1 (stereo unspecified)	.	5%	0.24	-0.27	0.42	0.1	-0.1	1050	-94%	.	.	0.2	1359	.	.	.	0.6%
c1ccc(CCN2CN(CCCN3CCOCC3)c3nc4ccccc4n3C2)cc1	-2.1%	4%	0.24	-0.17	0.095	-0.79	0.11	1283	9%	i	-8	-5.5	1002	2.1	1.8	5.6	1.0%
CC(C)c1nnc(NC(=O)CCC(=O)NCc2cccs2)s1	2.4%	7%	-0.51	0.14	-0.095	0.43	-0.79	897	1%	i	7	.	.	0.7	2.1	5.6	0.3%
CCO[C@H]1OC(C(=O)N2CCN(Cc3ccc4c(c3)OCO4)CC2)=C[C@@H](c2ccc(C(F)(F)F)cc2)[C@@H]1CCCO	3.1%	2%	-0.55	-0.34	0.013	0.49	0.12	1277	5%	i	10	1.1	1181	3.1	1.6	10	-0.6%
CC1(C)CC(=O)C2=C(C1)OC1=C(C(=O)CC(C)(C)C1)C2c1cc([N+](=O)[O-])cc([N+](=O)[O-])c1O	0.6%	13%	-0.3	-0.34	-0.25	0.98	.	.	-114%	i	-1	-0.5	1611	3.2	1.1	4.6	-0.8%
Cc1ccc(OCC(=O)Nc2ccccc2-c2ccccc2NC(=O)COc2ccc(C)cc2)cc1	2.9%	4%	-0.28	-0.19	0.063	-0.31	-0.68	1405	1%	i	4	-2.9	1144	3.7	3.6	6.0	-1.3%
O=C(c1cccc(F)c1)N1CCCN(C(=O)c2cccc(F)c2)CC1	0.7%	4%	-0.63	0.74	-0.32	0.41	0.46	1278	-6%	i	-11	1.8	895	1.4	5.0	8.7	2.7%[50 µM]
CCCCN(CCCC)CC(O)COc1ccccc1Br (stereo unspecified)	-0.9%	5%	0.33	-0.15	0.33	-0.47	-0.41	1061	-1%	i	2	0.8	482	1.8	2.5	4.2	8.5%
CN(C)c1ccc(NS(=O)(=O)c2ccc(-c3csnn3)cc2)cc1	.	1%	-0.12	-0.17	-0.14	0.43	.	.	-2%	.	.	6.8	867	.	.	.	.
CCOC(=O)c1cnc2nc(NCc3ccc(OC)c(OC)c3)[nH]n2c1=O	-3.8%	9%	-1.2	-0.22	-0.46	0.64	-0.09	1359	7%	i	-3	-1.3	514	1.5	2.2	9.3	0.1%
O=Cc1[nH]c2ccccc2c1N(C(=O)CCl)c1ccccc1	.	14%	-7.6	14	-1.7	0.012	0.74	1037	18%	.	.	-0.2	1333	.	.	.	0.5%
CN(Cc1ccc(F)cc1)C(=O)c1cc(COc2ccc(F)cc2F)on1	1.4%	1%	-0.54	-0.3	-0.46	1.1	0.09	1461	-4%	i	29	0.0	941	2.4	2.4	6.4	0.2%
Cn1nnnc1SCC(=O)Nc1cc(C(C)(C)C)nn1-c1ccccc1	3.6%	-1%	2.2	0.89	0.52	-2.1	.	.	-5%	i	2	-3.2	1173	4.8	5.0	8.6	0.3%
Cc1ccc(-n2c(SC3CCOC3=O)nc3ccccc3c2=O)cc1 (stereo unspecified)	1.3%	-1%	0.12	0.25	0.46	0.13	-0.78	1286	-1%	i	1	-1.3	1033	5.3	3.1	0.6	.
CCNc1nc2cccnc2s1	.	5%	0.036	-0.2	0.42	-0.47	-0.05	1152	21%	.	.	1.6	1270	.	.	.	0.4%
C/C(=N\OCC(=O)Nc1ccc(F)c(F)c1F)c1cc2ccccc2o1	-1.6%	2%	-0.31	-0.25	-0.16	0.15	1.1	1303	6%	i	-2	2.9	999	4.9	2.7	8.4	0.5%
CCOC(=O)c1ccc(Oc2nc(NC)nc(Nc3ccccc3)n2)cc1	1.9%	0%	2.2	-0.27	1.7	-0.47	-1	1131	-8%	i	-1	0.9	1137	1.1	1.0	6.3	0.1%
O=C(CCCc1ccccc1)Nc1cccc(C(=O)O)c1	-0.5%	-1%	-0.25	-0.23	-0.5	0.16	.	.	16%	i	-1	0.4	1458	3.4	2.9	14	-1.2%
Cc1ccc2c(c1)N(CC(=O)OC(CC(C)C)C(=O)NC1CCCC1)C(=O)CO2 (stereo unspecified)	0.4%	9%	1.4	-0.11	1.2	-0.69	2.4	1067	-2%	i	18	-1.4	1141	2.4	2.1	6.0	1.5%
CC(C)[C@H](N)c1nnc(SCc2ccc(Cl)cc2)o1	-1.5%	6%	-0.28	-0.066	-0.081	0.53	0.17	1600	14%	i	42	-0.3	1349	0.9	2.2	10	0.8%
Cc1ccc(NC(=O)C2CCN(c3cnccn3)CC2)cc1	-10%	9%	0.58	-0.4	-0.26	0.36	-0.64	1322	6%	i	2	0.3	1108	2.2	1.6	6.1	0.1%
N=c1n(CCN2CCCCC2)c2ccccc2n1CC(O)c1ccc(Cl)c(Cl)c1 (stereo unspecified)	-4.9%	4%	-3.3	5.4	-1.2	-4.2	-1.6	541	-2%	+	9.4*	3.5	1018	6.0	4.7	4.3	-4.4%
CCN1C(=O)CS/C1=N\S(=O)(=O)c1ccccc1	.	0%	-0.4	-0.19	-0.072	0.86	0.44	1041	-5%	.	.	0.6	1240	.	.	.	0.8%
CC(=O)OC(COc1ccccc1)Cn1cnc2ccccc21 (stereo unspecified)	-0.3%	2%	-0.16	-0.31	-0.17	0.52	.	.	4%	i	-1	0.3	1512	1.9	1.7	7.6	1.3%
COc1cc(/C=C2/SC(=S)N(C)C2=O)ccc1OC(=O)c1ccco1	-2.0%	1%	-0.35	0.53	-0.27	0.49	0	1420	0%	i	-3	4.2	1343	7.4	4.2	1.6	0.1%
COc1cc(/C=C2\SC(=O)NC2=O)ccc1Oc1cnccn1	-0.9%	6%	-0.19	-0.3	0.052	-0.08	-0.36	1426	18%	i	9	-0.9	1155	1.9	1.4	6.5	0.2%
C/C(=N\NC(=O)c1ccccc1Br)c1ccc(N2CCOCC2)cc1	-2.3%	6%	0.16	0.041	0.12	-0.56	.	.	1%	i	-8	.	.	1.8	1.8	7.2	0.0%
Cc1ccc2oc(=S)n(C)c2c1	-1.5%	-3%	0.88	-0.18	0.65	-0.94	0.64	1105	4%	i	8	.	.	2.2	4.7	13	1.6%[50 µM]
